Screens from PubChem.
TAAR1 agonist: human TAAR1 agonism. 0.99% of 360,000 active. CHO RD-HGA16 TAAR1, Fluo-8 calcium fluorescence; vehicle wells 0%, saturating PEA agonist 100%. activation, % at 3 µM. Q96RJ0;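 active means activation above the mean activation of all test compounds in the run plus 3 SD, cut at about 38% in these data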
Target sequence (Q96RJ0 whole entry, looked up): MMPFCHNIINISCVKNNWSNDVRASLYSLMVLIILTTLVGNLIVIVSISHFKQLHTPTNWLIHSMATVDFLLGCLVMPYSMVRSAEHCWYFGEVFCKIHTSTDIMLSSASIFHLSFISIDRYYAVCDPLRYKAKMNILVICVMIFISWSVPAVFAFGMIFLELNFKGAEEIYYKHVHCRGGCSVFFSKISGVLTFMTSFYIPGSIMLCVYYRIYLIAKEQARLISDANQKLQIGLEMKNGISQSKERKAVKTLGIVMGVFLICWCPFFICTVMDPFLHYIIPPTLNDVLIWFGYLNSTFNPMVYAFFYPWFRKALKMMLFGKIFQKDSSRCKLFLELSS
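Assay system – CHO-derived RD-HGA16 cells with stable Gα16 and human TAAR1 · Compound dosing – one-point dosing at 3 µM (nominal) · Incubation – 17-24 h seeding, 75 min 37 °C dye, 30 min RT · Measured by – kinetic Fluo-8 calcium fluorescence · Control set – DMSO vehicle as 0%, PEA at EC100 as 100% · Repeats – single well for each compound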
CHO parental Ca: counter-screen for OX1R antagonists: effect in parental CHO cells; AID 463079; inhibition, % at 5.6 µM; 0.63% of 330,000 active; parental CHO-K1, ATP-induced calcium, Fluo-8 fluorescence;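 active means inhibition above that plate's mean sample inhibition plus 3 SD, cut at about 26% in these data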;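 further: 0% = ATP-challenged DMSO wells and 100% = DMSO wells without ATP; some compounds past the cut are filed as inactive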
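Measured by: calcium-sensitive Fluo-8 fluorescence / Test system: CHO parental line / Controls: ATP-challenged DMSO wells low, unchallenged DMSO wells high / Measure: % inhibition / Compound: single nominal dose of 5.6 µM per compound / Replicates: single well per compound, no replicates / Reagent: ATP as calcium-mobilizing challenge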
M1 antag: human CHRM1 antagonism. AID 588852. P11229. 1.3% of 360,000 active. inhibition, % at 3 µM. CHO-K1 hM1, Fluo-8 calcium fluorescence, ACh EC80 antagonist;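 active means percent inhibition above its own plate's cutoff, namely the mean of that plate's compound wells plus 3 SD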;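 further: peak over basal fluorescence ratio during 140 s after agonist addition; 0% = ACh EC80 plus DMSO and 100% = DMSO alone without agonist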
Target sequence (P11229 whole entry, looked up): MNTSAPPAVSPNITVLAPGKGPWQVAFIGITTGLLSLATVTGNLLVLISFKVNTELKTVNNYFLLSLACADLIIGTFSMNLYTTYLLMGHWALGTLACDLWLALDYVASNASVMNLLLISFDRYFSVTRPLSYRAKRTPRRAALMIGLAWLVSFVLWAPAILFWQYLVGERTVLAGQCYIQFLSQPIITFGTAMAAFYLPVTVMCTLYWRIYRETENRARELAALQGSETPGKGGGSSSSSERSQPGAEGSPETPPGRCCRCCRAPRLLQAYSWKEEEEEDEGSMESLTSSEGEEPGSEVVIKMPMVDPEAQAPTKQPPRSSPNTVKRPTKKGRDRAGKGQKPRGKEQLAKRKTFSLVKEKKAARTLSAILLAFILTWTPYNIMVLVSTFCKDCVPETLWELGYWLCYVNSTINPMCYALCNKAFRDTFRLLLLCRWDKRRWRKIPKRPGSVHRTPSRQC
CHO-K1 Ca antag: counter-screen for M1 antagonists: effect in parental CHO-K1 cells; ATP-induced calcium, Fluo-8 fluorescence; inhibition, % at 3 µM; 0.6% of 360,000 active;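 active means inhibition above a per-plate cutoff, the plate's mean sample inhibition plus 3 SD, cut at about 24% in these data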;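 further: 0% = DMSO plus EC80 ATP and 100% = DMSO alone without ATP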
M1 ag: activates human CHRM1 receptor; activation, % at 3 µM; CHO-K1 hM1, Fluo-8 calcium fluorescence, agonist mode; 0% DMSO, 100% acetylcholine EC100; P11229; 0.33% of 360,000 active; AID 588814;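 active means activation above the run's mean compound activation plus 3 SD, cut at about 16% in these data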;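 further: peak over basal fluorescence ratio within a 140 s kinetic read after compound addition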
TAAR1 antag: human TAAR1 antagonism; inhibition, % at 3 µM; 1.5% of 360,000 active; CHO RD-HGA16 TAAR1, Fluo-8 calcium fluorescence, antagonist; AID 624466;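 active means inhibition above a per-plate cutoff, the mean inhibition of test compounds on that plate plus 3 SD, cut at about 49% in these data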;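 further: 0% = DMSO plus EC80 beta-PEA response and 100% = DMSO alone without agonist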
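Material: CHO RD-HGA16 cells bearing hTAAR1; compound dosing: one-point dosing, 3 µM nominal final; schedule: dye loading 75 min at 37 °C, then 30 min room temperature; measured by: calcium fluorescence with Fluo-8; control set: vehicle and agonist controls; replication: n of 1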
CHO-K1 Ca ag: counter-screen for M1 agonists: effect in parental CHO-K1 cells. Fluo-8 calcium fluorescence; scaled to maximal ATP response, vehicle zero. activation, % at 3 µM. 0.48% of 360,000 active. AID 602248; in the data active means activation above about 15%;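 further: untransfected CHO-K1 host cells lacking M1 receptor as counterscreen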
CHRM1 PAM: potentiates human M1 receptor response to acetylcholine. P11229. CHO-K1 hM1, Fluo-8 calcium fluorescence, ACh EC20; 0% = ACh EC20, 100% = maximal ACh. activation, % at 3 µM. 0.088% of 360,000 active; in the data active means activation above about 19%, passing the limit was not always enough
CHO-K1 Ca PAM: counter-screen for M1 PAMs: effect in parental CHO-K1 cells; 0.02% of 360,000 active; activation, % at 3 µM; ATP EC20, Fluo-8 calcium fluorescence; 0% at ATP EC20, 100% at ATP max; AID 602247;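 active means activation above the run cutoff, the mean activation of all test compounds plus 3 SD, cut at about 40% in these data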;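 further: peak over basal fluorescence ratio in a 140 s read after ATP addition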
* = called active by the depositor; . = not tested or not shown. Random draw from the library, and some 4.4% of all compounds hit somewhere here.

SMILES	TAAR1 agonist	CHO parental Ca	M1 antag	CHO-K1 Ca antag	M1 ag	TAAR1 antag	CHO-K1 Ca ag	CHRM1 PAM	CHO-K1 Ca PAM
COC(=O)[C@@]1(Cc2ccc(OC)cc2)[C@H]2c3cc(C(=O)N4CCCC4)n(CCc4ccc(OC)c(Br)c4)c3C[C@H]2CN1C(=O)c1ccccc1	7.0	.	.	-10.1	.	-11.6	1.0	.	24.8
Cn1c(SCC(=O)NCCC2=CCCCC2)nnc1C(F)(F)F	1.6	.	-13.8	12.1	2.3	-26.4	-0.4	16.0	-9.9
O=C(Cc1ccccc1)NCC(=O)Nc1cccc(Br)c1	-0.1	-4.1	11.9	-0.5	-4.1	-18.5	1.6	-2.1	-2.5
CCc1nc(SCC(=O)O)c(C#N)cc1C	3.7	-7.9	-10.4	-2.8	-0.2	-0.6	0.3	-1.2	-13.7
COc1ccc(NC(=O)CCC(=O)N/N=C/c2ccncc2)cc1	3.6	-3.0	-12.1	-15.6	-1.6	-14.3	0.5	4.3	7.0
COc1cccc2cc(CC(=O)c3ccc(C)cc3C)c(=O)oc12	7.0	-9.8	3.5	-4.5	-3.6	46.4	5.6	-4.4	8.4
Cc1occc1C(=O)N1CCCc2ccccc21	5.2	-12.8	-32.2	3.5	0.1	11.9	0.0	14.1	3.5
CCOC(=O)c1c(CC(C)C)csc1/N=C/C1C(=O)CCCC1=O	19.9	-14.9	8.5	6.8	1.1	8.6	3.9	3.2	1.3
C/C(=C\C(=O)Nc1cc(C)on1)c1ccccc1	8.8	-15.1	-11.0	-20.6	-0.1	-8.9	0.4	6.8	-7.2
CCc1ccc(-c2nc(CSCC(=O)N3CCN(c4ccccn4)CC3)c(C)o2)cc1	10.4	-0.2	14.1	28.5*	-0.4	45.7	5.6	-9.7	-7.5
Cc1ccc(C(=O)NNC(=O)c2cccnc2SCc2cccc([N+](=O)[O-])c2)cc1	2.5	-14.5	-5.6	-6.2	-2.8	0.6	-0.8	2.0	1.3
COc1ccccc1C1(O)C(=O)Nc2ccccc21 (stereo not given)	-0.1	-10.7	-13.2	-13.0	-3.4	-12.4	0.3	5.2	4.9
C/C(NC(=O)c1ccccc1F)=C1\C(=O)C[C@@H]2[C@H]1C2(C)C	0.9	-23.5	-3.9	-8.4	-6.6	-14.2	-0.1	-1.1	13.3
O=C(CCNC(=O)c1ccc(Br)cc1)NCc1ccccn1	0.2	-5.2	-7.9	10.8	-2.4	-13.8	-0.1	10.4	-17.3
CCOC(=O)CCc1c(C)c2ccc(OCC(=O)N(CC)CC)c(C)c2oc1=O	5.5	-19.9	5.3	0.7	-5.9	6.5	1.2	-2.3	-3.6
Cc1ccc(S(=O)(=O)c2ccc(Cl)cc2)cc1S(=O)(=O)N1CCN(C)CC1	16.5	-11.5	-16.1	-30.3	1.3	13.0	4.7	7.6	21.7
C=CCn1c(SCC(=O)c2ccc(NS(=O)(=O)c3ccccc3)cc2)nnc1-c1cccs1	7.2	-13.4	1.0	-20.4	-9.7	22.4	4.7	2.4	27.1
CCc1n[nH]c2c1/C(=N\O)CC(c1ccccc1)C2 (stereo not given)	2.2	-6.2	-0.1	-9.7	-1.1	2.6	1.0	0.8	14.3
O=C(CN1C(=O)NC(c2ccc(F)cc2)C1=O)NC1CCCCC1 (stereo not given)	.	-9.8	9.1	-4.0	-3.4	.	0.2	1.5	1.3
CCCNC(=O)Cn1c(=O)cnc2ccccc21	3.2	6.8	-3.8	-3.6	-2.1	-13.5	-0.1	4.9	12.0
O=C(Nc1nc2c(F)c(F)c(F)cc2s1)c1ccco1	-2.8	-6.6	-0.5	-15.7	-0.5	-8.8	0.7	3.5	2.9
CSc1nc2n(n1)C(c1cccc(F)c1)C(C(=O)Nc1ccc(C)cc1C)=C(C)N2 (stereo not given)	18.4	-16.7	-0.3	9.3	1.5	-12.2	0.0	2.1	-5.4
Cc1cccc(C)c1NC(=O)c1cc2c(=O)c3ccccc3oc2nc1C(F)(F)F	7.4	-11.2	-5.8	-4.5	-4.7	11.4	-0.1	7.8	13.4
O=C(CCCc1nc2ccccc2s1)NCc1cccnc1	2.8	-9.5	-12.3	-22.2	-1.2	-4.5	0.4	7.6	21.9
O=C(CCN1C(=O)/C(=C/c2ccccc2)SC1=S)NNC(=O)c1cccnc1	11.3	16.1	9.8	5.9	-3.1	59.9*	9.5	-3.8	11.5
(list continues)
SMILES	TAAR1 agonist	CHO parental Ca	M1 antag	CHO-K1 Ca antag	M1 ag	TAAR1 antag	CHO-K1 Ca ag	CHRM1 PAM	CHO-K1 Ca PAM
Cc1c(C(=O)Nc2nccs2)sc2nc(-c3cccs3)cc(C(F)(F)F)c12	5.1	-17.6	-1.9	3.3	2.4	38.1	-0.1	21.8	-3.9
O=C(NC(=S)Nc1ccc(NC(=O)c2cccs2)cc1)c1cc2ccccc2o1	2.0	7.1	-2.8	1.1	-1.7	-4.9	-0.2	9.1	-1.5
CC(C)N(Cc1nccn1C)C(=O)CC1C(=O)NCCN1Cc1ccc(F)cc1 (stereo not given)	0.2	-7.7	-7.0	-17.1	-3.7	10.2	-0.1	3.4	11.1
O=C(O)COCC(=O)N1CCN(C(c2ccccc2)c2ccccc2)CC1	1.4	-10.4	57.7*	6.3	-3.2	-23.0	4.7	-22.2	2.7
COc1ccc(S(=O)(=O)NCCCN2CCOCC2)cc1F	2.0	-14.6	-17.8	0.1	0.8	-28.8	0.3	15.9	6.8
Cn1nnnc1SCC(=O)Nc1cc(C(F)(F)F)ccc1N1CCOCC1	-1.4	-15.4	13.4	3.7	-2.5	-9.8	0.1	3.2	5.9
CCOC(=O)c1ccc(-c2ccc(C(=O)Nc3cccnc3)o2)cc1	14.7	-10.1	-24.4	7.1	0.1	29.8	3.3	2.0	10.5
OC[C@@H]1CN(Cc2ccc3c(c2)OCO3)C[C@H](n2cnc3c(NCc4ccc(F)cc4)ncnc32)O1	8.4	.	-6.8	3.5	2.6	23.3	5.7	6.8	26.2
CCn1cc(C(=O)NCCCN2CCCC(C)C2)c(=O)c2cc(S(=O)(=O)N3CCc4ccccc4C3)ccc21 (stereo not given)	-0.4	-25.2	16.7	-9.0	-6.5	-6.2	-1.2	-17.1	6.1
Cc1ccc(NC(=O)C2CCCN(S(=O)(=O)c3cccs3)C2)cc1 (stereo not given)	9.4	-9.0	-8.2	11.5	-0.6	13.1	2.0	-7.2	-6.9
CCN(CC(=O)NCc1cccs1)C(=O)c1cc(S(=O)(=O)N2CCCCC2)ccc1Cl	0.3	-22.7	9.0	-2.1	-5.3	-13.6	0.6	-2.5	-8.7
COc1cc2c(cc1OC)/C(=C/C#N)NC(C)(C)C2	2.0	-15.6	0.3	-4.8	-4.4	-6.8	1.4	1.6	0.2
CS(=O)(=O)CCC(C(=O)N1CCOCC1)N1C(=O)c2cc(Cl)c(Cl)cc2C1=O (stereo not given)	12.8	-10.4	-11.6	2.8	-3.0	-11.2	0.3	6.2	6.7
Cc1cc(C)c(C#N)c(Oc2ccccc2)n1	-0.1	-12.2	-16.4	-2.2	-6.2	17.1	0.3	7.2	17.8
O=C(NCCC(=O)N1CCN(S(=O)(=O)c2ccccc2Cl)CC1)Nc1ccccc1	9.7	-20.4	-8.5	-11.9	-2.2	-6.1	0.9	5.5	4.0
COc1ccc(CNC(=O)Cc2nn(C)c(=O)c3ccccc23)cc1	12.6	15.0	25.6	23.9*	3.7	3.1	11.2	-11.3	-5.7
CSCCC(NC(=O)c1ccco1)C(=O)NCC1CCCO1 (stereo not given)	10.0	-4.4	-5.1	-15.7	-0.2	10.6	0.8	2.6	13.1
COC(=O)c1onc(-c2ccccc2)c1C(=O)OC	-1.7	-4.8	-12.7	3.0	-5.5	-13.9	-0.2	7.4	7.7
CCC(C)NC(=O)Cn1cc(S(=O)(=O)N2CCN(c3ccccc3F)CC2)c2ccccc2c1=O (stereo not given)	4.6	-32.2	5.1	-9.6	-5.3	1.1	-0.3	2.0	3.0
COc1ccc2nc(SCc3ccccc3)nc(C)c2c1	3.5	-17.2	3.4	-10.6	-8.7	11.5	0.2	-4.2	7.0
Cc1ccc(S(=O)(=O)CCSc2n[nH]c(=O)n2-c2ccccc2)cc1	0.2	2.2	-7.3	-3.2	1.1	4.8	1.8	9.6	4.8
O=C1CC(N2CCSCC2)C(=O)N1c1ccc(Br)cc1 (stereo not given)	1.0	-3.3	-5.2	3.7	-0.1	-25.9	-0.9	7.8	-13.4
COC(=O)CC1OCC=C2CN3CCC45C6=CC(=O)C(=O)C([N+](=O)[O-])=C6NC4C1C2CC35 (stereo not given)	0.3	.	-14.0	1.6	-1.6	-27.5	0.2	1.5	-11.6
O=C(Nc1ccc([N+](=O)[O-])cc1)C1CC1(c1ccccc1)c1ccccc1 (stereo not given)	1.2	-5.6	12.9	-1.9	-4.2	53.6*	1.3	-13.4	0.2
COC(=O)c1nc(NC(=O)c2ccc(Br)cc2)n[nH]1	3.0	-9.2	-10.4	-10.1	-3.3	-14.0	0.7	7.2	12.2
(more compounds)
SMILES	TAAR1 agonist	CHO parental Ca	M1 antag	CHO-K1 Ca antag	M1 ag	TAAR1 antag	CHO-K1 Ca ag	CHRM1 PAM	CHO-K1 Ca PAM
N#Cc1ccc(OCC(=O)Nc2cc(S(=O)(=O)N3CCCCC3)ccc2N2CCCCC2)cc1	0.2	-16.9	2.5	-1.3	-8.4	-10.2	1.5	0.3	13.7
CCc1ccccc1N1C(=O)c2ccccc2S1(=O)=O	0.8	-18.3	1.4	2.0	-5.5	-12.3	0.4	-0.8	-4.2
CCc1nc2ccc(C(=O)Nc3ccc(NC(C)=O)cc3)cn2c1N(CCC(C)C)CCN(C)C	1.4	.	-6.9	-0.8	0.3	-22.4	1.8	2.6	9.5
COCC(C)n1c(SCC(=O)Nc2nccs2)nc2ccccc2c1=O (stereo not given)	-0.7	-23.2	-2.2	6.5	-5.7	3.9	-0.7	9.7	1.6
O=C1C=CC(=O)N1Cc1ccccn1	1.6	.	2.2	-12.6	-0.2	-3.1	1.1	-4.1	6.5
Cc1cc(C)c(OCC(=O)Nc2ccccc2N2CCOCC2)c(C)c1	61.1*	41.3*	22.7	16.4	18.0*	54.7*	17.1*	3.0	17.0
Cc1cccc(N(CC(=O)N2CCOCC2)S(C)(=O)=O)c1C	14.8	-0.6	-16.6	2.7	-3.3	3.6	0.2	11.9	17.6
O=c1c2cc(F)ccc2sn1-c1ccccc1Cl	32.2	.	-4.4	3.6	-1.3	-14.1	0.4	-1.4	4.5

Whole records, quoted from the list. Screens in order: TAAR1 agonist	CHO parental Ca	M1 antag	CHO-K1 Ca antag	M1 ag	TAAR1 antag	CHO-K1 Ca ag	CHRM1 PAM	CHO-K1 Ca PAM
Results for Cc1cc(C)c(OCC(=O)Nc2ccccc2N2CCOCC2)c(C)c1 → 61.1*	41.3*	22.7	16.4	18.0*	54.7*	17.1*	3.0	17.0
Results for O=C1C=CC(=O)N1Cc1ccccn1 → 1.6	.	2.2	-12.6	-0.2	-3.1	1.1	-4.1	6.5
Results for CCc1nc2ccc(C(=O)Nc3ccc(NC(C)=O)cc3)cn2c1N(CCC(C)C)CCN(C)C → 1.4	.	-6.9	-0.8	0.3	-22.4	1.8	2.6	9.5
